PGC1a acetyl inh = modulators of PGC1a acetylation. inhibition, % at 15.6 µM. actives 0.17% (n = 350,000). U2OS PGC1a acetylation, AlphaScreen anti-acetyl-lysine; with virally co-expressed GCN5 acetyltransferase;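 active = every replicate shows inhibition of at least 40%; inconclusive = mean inhibition at least 40% but some replicate below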;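 note: 0% = neutral control wells and 100% = positive control wells; some results beyond the cut were filed as inactive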
Cneo AK release = Cryptococcus neoformans lysis via adenylate kinase release. C. neoformans lysis, adenylate kinase release luminescence, 4 h; normalised: neutral wells 0, clomiphene wells 100. lysis activity, % at 15 µM. actives 0.2% (n = 360,000);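 active = mean lysis activity across replicates of at least 80%, whatever share of replicates individually reach that level; inactive = mean lysis activity below 80%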
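read-out = cell lysis signal | test system = log-phase Cryptococcus neoformans yeast cells | input = cells at 5 × 10^6 per mL | medium = fresh YPD growth medium | signal = luminescent adenylate kinase detection reagent | timing = 4 h at 37 °C static, read 1 h later | dosing = single dose | controls = Clomiphene as positive lysis control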
RAD54 branch = inhibitors of human RAD54 branch migration; Q92698; RAD54 Holliday junction branch migration, FAM/BHQ fluorescence; actives 0.14% (n = 360,000); inhibition, % at 10.4 µM; AID 602329;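 active = mean normalized replicate activity at least 40 and at least half of replicates scoring 40 or more; inconclusive = only one of the two criteria met; inactive = mean below 40 and under half of replicates reaching 40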;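 note: 0% = median of neutral control wells and 100% = median of positive control wells; inhibitors cause a drop in the FAM fluorescence signal; in these data hits start at about 50%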
miR122 inh = inhibitors of miR-122 in Huh7 cells. Huh7 miR-122 Renilla luciferase sensor, 48 h; neutral wells = 0, positive control = 100. activation (reporter increase), % at 12.5 µM. actives 0.3% (n = 340,000). AID 602342;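 active = mean replicate activation score at least 90 and every replicate individually at or above 90; inconclusive = only one of the two criteria met; inactive = neither criterion met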;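 note: higher luciferase means less miR-122 activity so hits act as miR-122 inhibitors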
E-sel inducer = E-selectin induction on HUVECs | HUVEC E-selectin immunofluorescence imaging; normalized: neutral wells 0, TNF-alpha wells 100 | actives 0.37% (n = 260,000) | P16581 | activation, % at 7.58 µM;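 active = mean E-selectin-positive cell signal at least 10% of the positive control, reached in at least 60% of replicates, without over 20% cell loss; inconclusive = no rule given, readout overlaps actives, possibly toxicity-flagged; inactive = the rest, including those meeting only one limit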;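 note: in these data hits start at about 27%; measured in HUVEC primary endothelial cells; signal is the percent of cells scored E-selectin positive by PE staining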
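Test system: HUVEC; input: 3,000 HUVEC/well; measured by: immunofluorescence imaging; read-out: % PE-positive cells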
PglD inh = blocks C. jejuni PglD acetyltransferase activity | inhibition, % at 12.5 µM | AID 602405 | actives 0.098% (n = 360,000) | purified PglD enzyme, DTNB colorimetric CoA detection; in the data active = inhibition above about 16%, passing the limit was not always enough; inconclusive = no clear call, values can overlap the other calls; note: strong numbers were not always called active
RAD52 inh = blocks human RAD52 DNA annealing; P43351; recombinant RAD52 DNA annealing, FRET fluorescence; inhibition, % at 18.7 µM; actives 0.46% (n = 360,000); AID 651710;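 active = every replicate showing at least 50% inhibition; inconclusive = mean inhibition at least 50% but not in every replicate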
ERAP1 HTS inh = ERAP1 (human) enzyme inhibition; actives 0.15% (n = 340,000); inhibition, % at 10.7 µM; AID 652197; recombinant ERAP1, Leu-AMC fluorescence, 60 min;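 active = mean replicate inhibition of at least 30%, or all replicates individually reaching that 30% level; inactive = mean below 30% and not every replicate reaching it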;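 note: 0% = neutral control wells and 100% = L-leucinethiol positive control wells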
Target sequence (Q9NZ08 whole entry, looked up): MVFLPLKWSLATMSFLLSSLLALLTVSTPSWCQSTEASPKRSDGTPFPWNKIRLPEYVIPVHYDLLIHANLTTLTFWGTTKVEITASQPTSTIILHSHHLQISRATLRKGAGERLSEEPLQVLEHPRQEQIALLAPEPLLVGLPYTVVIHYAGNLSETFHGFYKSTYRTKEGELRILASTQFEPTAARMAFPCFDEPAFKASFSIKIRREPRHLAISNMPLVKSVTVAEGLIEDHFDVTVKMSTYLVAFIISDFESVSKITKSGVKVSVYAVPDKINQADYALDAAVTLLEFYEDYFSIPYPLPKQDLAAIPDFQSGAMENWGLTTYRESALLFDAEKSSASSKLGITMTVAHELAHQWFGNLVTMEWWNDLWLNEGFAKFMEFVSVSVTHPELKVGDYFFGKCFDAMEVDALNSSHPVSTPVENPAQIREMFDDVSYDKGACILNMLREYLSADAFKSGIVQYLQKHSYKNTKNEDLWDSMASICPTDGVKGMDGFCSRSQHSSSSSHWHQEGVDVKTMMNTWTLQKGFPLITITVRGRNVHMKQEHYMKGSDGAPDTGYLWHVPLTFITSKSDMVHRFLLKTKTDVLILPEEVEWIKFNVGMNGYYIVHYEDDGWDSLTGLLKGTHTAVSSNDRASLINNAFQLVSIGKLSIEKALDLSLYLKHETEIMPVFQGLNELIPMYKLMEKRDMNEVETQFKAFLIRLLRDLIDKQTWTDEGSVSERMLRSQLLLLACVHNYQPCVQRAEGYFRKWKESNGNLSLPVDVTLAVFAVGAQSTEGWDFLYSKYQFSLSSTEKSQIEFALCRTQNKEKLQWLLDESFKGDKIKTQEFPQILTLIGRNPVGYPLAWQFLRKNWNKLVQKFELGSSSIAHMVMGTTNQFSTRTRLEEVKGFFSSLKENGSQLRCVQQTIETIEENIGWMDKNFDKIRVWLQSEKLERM
* = called active by the depositor; ? = inconclusive; · = not tested or not shown; [ ] = another dose, or the depositor's remark.

SMILES	PGC1a acetyl inh	Cneo AK release	RAD54 branch	miR122 inh	E-sel inducer	PglD inh	RAD52 inh	ERAP1 HTS inh
CCCC(C(=O)NC1CCCC1)N(C(=O)Cn1nnc(-c2ccc(C)o2)n1)C1CCCC1 (configuration not stated)	2	·	·	2	·	·	-52	1
CCCc1cc(=O)[nH]c(SCC(=O)CSc2nc(CCC)cc(=O)[nH]2)n1	·	3	-3	·	·	0	-2	1
CCN1CCN(c2ccc(N3CCN(C(=O)c4ccc(Br)o4)CC3)nn2)CC1	13	5	0	4	0.4	-6	-3	-6
O=C(O)c1ccc2c(c1)C(=O)N(CCCCCCCN1C(=O)c3ccc(C(=O)O)cc3C1=O)C2=O	·	0	-6	?	·	-39	-26	2
O=S(=O)(c1cccs1)N1CCCCN2[C@H](C1)[C@H](c1ccc(/C=C/c3ccccc3)cc1)[C@@H]2CO	-16	2	9	-1[16.7 µM]	0.7	0	0	1
Cc1ccc(S(=O)(=O)N(C)C[C@@H]2Oc3cc(C4=CCCC4)ccc3S(=O)(=O)N([C@H](C)CO)C[C@H]2C)cc1	-14	0	6	-17[16.7 µM]	-0.2	2	-8	-3
COc1ccc(C)cc1NC(=O)CN1CCN(S(=O)(=O)c2ccc(Cl)cc2)CC1	-14	-1	6	-9	·	1	·	·
C[C@H](CO)N1C[C@H](C)[C@H](CN(C)C(=O)Nc2ccc(C(F)(F)F)cc2)OCCCC[C@H](C)Oc2ccc(NC(=O)Nc3ccc(C(F)(F)F)cc3)cc2C1=O	13	14	13	-4[16.7 µM]	0.1	1	·	·
CN(C)c1cccc(-c2cc(Nc3ccc(C(C)(C)C)cc3)ncn2)c1	·	-1	1	0	0.1	-7	-10	1
O=C(O)C[C@H]1C[C@H]2c3cc(NC(=O)C4CCOCC4)ccc3O[C@H]2[C@H](CO)O1	-5	·	·	·	0.2	·	0	0
COC(=O)C(C(=O)OC)=C(/C=C/C=C/N(C)C)N(C)C	-4	-1	-18	0	·	2	·	·
Cn1c(/N=C(\N)c2ccccc2)nc2ccccc21	·	-3	-8	1	0.2	-3	-10	0
CCC1(c2ccc(Cl)cc2)NC(=S)N(c2ccc(C)c(C)c2)N1 (configuration not stated)	2	·	·	·	0.1	·	-15	0
CSc1sc(C)cc1C1C(C#N)=C(N)N(c2cccnc2)C2=C1C(=O)CC(C)(C)C2 (configuration not stated)	-1	0	0	-1	·	8	·	·
CCCCn1c(SCC(=O)Nc2nnc(CC)s2)nc2c1c(=O)n(C)c(=O)n2C	·	1	6	237*	·	1	·	·
Brc1ccc(CNCC2CCCO2)cc1 (configuration not stated)	-5	3	-4	4	·	-4	-1	4
O=C(C[C@H]1C[C@@H]2c3cc(NC(=O)Nc4ccccc4)ccc3O[C@@H]2[C@@H](CO)O1)NCC(F)(F)F	1	0	-9	-3[16.7 µM]	-0.2	3	-4	1
O=C(Nc1ccc(S(=O)(=O)N2CCOCC2)cc1)c1ccc([N+](=O)[O-])o1	-47	2	1	29	·	0	10	0
C[C@H](CO)N1C[C@H](C)[C@H](CN(C)S(=O)(=O)c2cn(C)cn2)Oc2ncc(-c3cccc(F)c3)cc2C1=O	2	-2	-4	6[16.7 µM]	0.3	4	-15	2
Cc1c(NC(=O)C(C)n2cc([N+](=O)[O-])cn2)c(=O)n(-c2ccccc2)n1C (configuration not stated)	-2	2	6	9	-0.1	-6	-4	8
CCc1noc(C)c1C(=O)N1CCN(c2cccc(C)c2C)CC1	·	-1	-4	0	0.1	2	2	0
COc1ccccc1CN1[C@@H]2CN(C(=O)C3CCOCC3)c3ccccc3[C@@H]2[C@@H]1CO	3	-10	-4	29[16.7 µM]	0.1	-1	-12	-2
O=C(NC(=S)Nc1ccccc1[N+](=O)[O-])c1ccco1	-3	·	·	3	·	·	-16	-1
CCN1CCN(c2ccc(S(=O)(=O)N3CCCCC3)cc2NC(=O)c2ccc(C)c(C)c2)CC1	-10	0	5	2	·	1	-5	0
Cc1cc(C)c2c(N)c(C(=O)c3ccccc3)oc2n1	6	7	4	2	·	1	·	·
CCN(C(=O)c1cnc(NC(C)C)cc1C(F)(F)F)c1ccc(Cl)cc1Cl	·	1	-1	4	1.4	2	-11	7
O=C1NC(Cc2ccc(O)cc2)c2nc3ccc(Cl)cc3c(=O)n2-c2cc3ccccc3cc21 (configuration not stated)	5	0	-3	-9	0.0	1	-6	0
O=C(Cc1nnc(NC(=O)c2ccccc2)s1)N/N=C/c1ccco1	-1	0	3	0	·	-4	-1	3
C[C@@H]1CN([C@H](C)CO)C(=O)c2cc(NS(=O)(=O)c3ccc(F)cc3)ccc2O[C@H]1CN(C)C(=O)Nc1ccc2c(c1)OCO2	31	0	-4	-2[16.7 µM]	8.4	1	-15	-1
Cc1cc(NC(=O)CCc2ccc(-c3ccccc3)o2)no1	8	-1	24	1	0.0	-6	7	0
C[C@@H](NC(=O)[C@@H]1N[C@@H]2c3ccc(-c4cncnc4)c(=O)n3C[C@@H]2[C@H]1CO)c1ccccc1	·	3	9	8[16.7 µM]	-0.4	-2	-10	-1
C[C@H]1CN([C@@H](C)CO)C(=O)c2cccc(NS(=O)(=O)c3ccc(F)cc3)c2O[C@H]1CN(C)CC1CCCCC1	3	-1	-2	9[16.7 µM]	0.3	0	4	0
CC1=C(C(=O)NC2CCC(C)CC2)C2(CCC(C)CC2)OC1=O (configuration not stated)	·	1	-12	·	-1.3	1	2	0
CCCCN(C(=O)CSc1nnc(Nc2ccc(C)c(C)c2)s1)c1c(N)n(Cc2ccccc2)c(=O)[nH]c1=O	-11	0	-12	8	·	2	·	·
O=C(C[C@H]1C[C@@H]2c3cc(NC(=O)c4cccnc4)ccc3O[C@@H]2[C@@H](CO)O1)NCCN1CCCCC1	-5	-2	8	3[16.7 µM]	0.1	1	8	1
O=C(NCCCN1CCCC1)c1cccc(N2CCCC2=O)c1	-15	2	0	-5	·	6	·	·
Nc1nccnc1C(=O)OCC(=O)NCCc1ccc(Cl)cc1	7	3	-2	2	·	0	-30	4
O=C(NCc1nnc2c(C(F)(F)F)cc(Cl)cn12)c1ccc2c(c1)OCO2	·	-1	3	-6	·	-2	-29	3
O=C(Nc1ccccc1)OCCOc1ccccc1Br	-6	-7	-3	1	0.1	-7	-1	0
COc1ccc(S(=O)(=O)N(C)C[C@@H]2Oc3ccc(NC(=O)CCC(F)(F)F)cc3CC(=O)N([C@H](C)CO)C[C@@H]2C)cc1	1	-1	2	-5[16.7 µM]	0.9	-1	12	-3

3 records drawn at random from the list so far:
SMILES	PGC1a acetyl inh	Cneo AK release	RAD54 branch	miR122 inh	E-sel inducer	PglD inh	RAD52 inh	ERAP1 HTS inh
O=C(NC(=S)Nc1ccccc1[N+](=O)[O-])c1ccco1	-3	·	·	3	·	·	-16	-1
O=C(Nc1ccccc1)OCCOc1ccccc1Br	-6	-7	-3	1	0.1	-7	-1	0
C[C@@H]1CN([C@H](C)CO)C(=O)c2cc(NS(=O)(=O)c3ccc(F)cc3)ccc2O[C@H]1CN(C)C(=O)Nc1ccc2c(c1)OCO2	31	0	-4	-2[16.7 µM]	8.4	1	-15	-1

New compounds follow
SMILES	PGC1a acetyl inh	Cneo AK release	RAD54 branch	miR122 inh	E-sel inducer	PglD inh	RAD52 inh	ERAP1 HTS inh
CCN(C(=O)COC(=O)c1c(-c2ccccc2)noc1C)C1CCS(=O)(=O)C1 (configuration not stated)	-37	-1	-2	3	·	-1	·	·
CC(C)(C)OC(=O)C[C@H]1C/C=C\C[C@@H](CC(=O)N(CCO)Cc2ccccc2)C(=O)N[C@@H](Cc2ccccc2)COC1=O	-17	-6	-3	10	0.5	-4	-6	-2
COc1ccc(CN(C)C[C@@H]2Oc3ccc(NC(=O)Cc4cn(C)c5ccccc45)cc3C(=O)N([C@@H](C)CO)C[C@H]2C)cc1	-2	0	26	-10[16.7 µM]	-0.4	1	8	0
O=C1C(=Cc2cn(-c3ccccc3)nc2-c2ccc(OCc3ccc(Cl)cc3)cc2)SC(=S)N1CCS(=O)(=O)O	·	-1	-2	-2	-0.1	-1	-11	6
COc1ccc2cc(C(c3nnnn3Cc3ccccc3)N3CCCCCC3)c(=O)[nH]c2c1 (configuration not stated)	-15	-2	-1	1	·	5	·	·
Cc1noc(C)c1NC(=O)Nc1ccc2c(c1)CC(=O)N([C@@H](C)CO)C[C@@H](C)[C@H](CN(C)C(=O)Nc1ccccc1)O2	4	-1	3	2[16.7 µM]	0.0	-1	-7	-1
CN1CCN(/N=C/c2c3ccccc3c(Cl)c3ccccc23)CC1	-5	·	·	·	-0.5	·	6	-2
CCCCCCOC(=O)c1ccccc1NC(=O)/C=C/C(=O)O	5	-1	-12	-8	·	-3	·	·
Oc1ccc2[nH]cnc2c1CN1CCCCC1	-10	10	2	1	·	-4	·	·
Cc1cc(NS(=O)(=O)c2ccc(NC(=O)c3cnc4scc(C)n4c3=O)cc2)nc(C)n1	·	-2	-9	·	-0.1	3	-18	3
Cn1c(=O)c2cc(NC(=O)Nc3cccnc3)ccc2n1-c1ccc(C(C)(C)C)cc1	8	-2	-10	5	0.7	3	-6	6
C[C@H]1CN([C@@H](C)CO)C(=O)c2cccc(NC(=O)C3CCOCC3)c2O[C@@H]1CN(C)Cc1ccccc1	17	43	-7	17[16.7 µM]	0.8	0	-3	-4
COc1ccccc1S(=O)(=O)c1c(C)cc(C)[nH]c1=O	5	2	-2	-5	1.7	4	-13	2
NC(=S)Nc1ccc2c(c1)OCO2	9	·	·	0	1.2	·	-6	-3
Cc1noc(C)c1NC(=O)N[C@H]1CC[C@H](CC(=O)N2CCCCC2)O[C@@H]1CO	5	-9	-5	·	-0.7	4	-12	-2
C[C@@H]1CN([C@H](C)CO)C(=O)c2cc(NC(=O)Nc3ccccc3)ccc2O[C@H]1CN(C)Cc1ccc(C(=O)O)cc1	0	0	-2	-3[16.7 µM]	-0.1	2	11	-1
Cc1noc(C)c1NC(=O)Nc1ccc2c(c1)C(=O)N([C@@H](C)CO)C[C@@H](C)[C@@H](CN(C)C(=O)Nc1ccc3c(c1)OCO3)O2	14	29	1	6[16.7 µM]	0.0	3	-1	0
O=C(C[C@H]1CC[C@H](NC(=O)Nc2ccc3c(c2)OCO3)[C@@H](CO)O1)NCc1ccccc1	1	-5	-2	·	-0.6	3	-9	1
Cc1ccc(S(=O)(=O)/N=C(/c2ccccc2)N(C)C)c(C)c1	·	3	-8	·	·	6	-7	-5
Clc1ccc(Oc2nc(N3CCOCC3)nc(N3CCOCC3)n2)cc1	-6	-2	-8	-1	·	6	·	·
COc1ccccc1Cc1c(-c2ccco2)nc2ccc(C)cn12	11	-1	-4	2	-0.5	-2	-34	·
Cc1noc(C)c1NC(=O)Nc1cccc2c1O[C@@H](CN(C)S(=O)(=O)c1cn(C)cn1)[C@@H](C)CN([C@@H](C)CO)C2=O	-4	105*	13	1[16.7 µM]	-0.1	-3	-4	2
COc1ccc(S(=O)(=O)N(C)C[C@@H]2Oc3ccc(NC(=O)Nc4c(C)noc4C)cc3CC(=O)N([C@H](C)CO)C[C@H]2C)cc1	3	-1	-1	1[16.7 µM]	-8.1	-4	0	2
O=C(COc1ccc2ccccc2c1)NNC(=O)C(=O)Nc1ccccc1	5	1	5	-9	·	2	-13	4
CO[C@H]1CN(C)C(=O)c2cc(NC(=O)C3CC3)ccc2OC[C@H](C)N(Cc2ccncc2)C[C@H]1C	·	1	-7	-5[16.7 µM]	0.4	0	-10	4
